Screening data as filed in PubChem BioAssay.
PKM2 activator: activators of human pyruvate kinase M2; P14618; purified PKM2, Kinase-Glo ATP luminescence, activation; response scale: 0% is enzyme alone, no compound; Potency, µM (series often up to 57.5 µM), without a hit: at the highest dose activation, actives largely listed as activators; 260,000 tested, 0.34% active; AID 1631; further: potency means the concentration at half of the fitted maximal effect; nearly all actives have a fitted effect of over 55% in size
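Kinase-Glo luminescence reports ATP generated from ADP (0.1 mM) and PEP (0.5 mM) by purified hPK-M2 after 1 h at room temperature, pH 7.2 imidazole buffer; intermediate enzyme activity allows detecting inhibitors and activators.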
USP2a inh: blocks human ubiquitin-specific protease USP2a; Potency, µM (doses to about 38.3 µM), for the others: at the top dose activity change, negative = inhibition, actives largely listed as inhibitors; 330,000 tested, 0.01% active; USP2 core, Ub-CHOP2 coupled fluorogenic reporter, 485/531;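 further: potency means the concentration at half of the fitted maximal effect; plate controls were DMSO wells for no effect and full inhibition by NEM control for full effect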
Target sequence (O75604 whole entry, looked up): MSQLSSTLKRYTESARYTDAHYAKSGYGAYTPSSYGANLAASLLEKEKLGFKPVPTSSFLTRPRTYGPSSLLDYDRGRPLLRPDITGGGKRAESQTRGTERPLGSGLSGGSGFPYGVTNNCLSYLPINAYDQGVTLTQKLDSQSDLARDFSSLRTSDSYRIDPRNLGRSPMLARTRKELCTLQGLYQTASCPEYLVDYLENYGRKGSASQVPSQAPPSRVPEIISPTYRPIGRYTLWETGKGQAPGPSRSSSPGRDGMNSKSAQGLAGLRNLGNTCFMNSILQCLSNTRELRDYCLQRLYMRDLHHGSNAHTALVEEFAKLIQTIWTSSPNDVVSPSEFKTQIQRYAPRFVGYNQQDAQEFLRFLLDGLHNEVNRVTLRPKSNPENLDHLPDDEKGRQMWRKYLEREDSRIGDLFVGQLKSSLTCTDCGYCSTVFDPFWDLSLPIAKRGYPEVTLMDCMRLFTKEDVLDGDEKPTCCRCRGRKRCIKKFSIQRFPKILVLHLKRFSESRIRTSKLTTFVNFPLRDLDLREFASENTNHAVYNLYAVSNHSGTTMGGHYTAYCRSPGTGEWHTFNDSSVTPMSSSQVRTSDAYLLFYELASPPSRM
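Cell-free coupled assay: 10nM USP2 core preincubated 30min RT with compound in Tris-HCl pH 8.0/CaCl2/CHAPS buffer, then 25nM Ub-CHOP2 and 25nM reporter substrate; fluorescence (Ex 485/Em 531) read after 60min RT, normalized to NEM inhibition, concentration-response curves fitted.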
KCNH2 WT inh: KCNH2 (human, wildtype) channel inhibition; AID 720551; 340,000 tested, 0.37% active; Q12809; activity change, % at 1.84 µM; U2OS, BacMam KCNH2, thallium flux FluxOr; stronger effect = lower value;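 active means maximum activity change below -70%; inconclusive means maximum activity change between -70% and -50%; inactive means maximum activity change above -50%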
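U2OS cells transduced with wild-type KCNH2 virus are loaded with FluxOr dye for 45 min, and thallium flux is measured in kinetic reads before and after stimulation buffer. Rate constants are normalized to DMSO controls.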
Eya2 phos inh: inhibitors of human Eya2 phosphatase activity; AID 488837; O00167; Potency, µM (titrated, usually from 76.9 µM), without a hit: at the top dose activity, negative = inhibition, hits mostly inhibitors; 330,000 tested, 0.006% active; recombinant Eya2, OMFP fluorescence dephosphorylation (OMFP is methylfluorescein phosphate); further: potency means the concentration at half of the fitted maximal effect
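Eya2 protein (added as 0.2 uM solution) was preincubated with compound for 10 min at ambient temperature in 50 mM HEPES pH 7.5, 50 mM NaCl, 5 uM MgCl2, 0.05% BSA, 1 mM DTT. OMFP (added at 50 uM) then reacted 10 min; fluorescence read at 485/525 nm.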
Giardia kill: Giardia lamblia killing | Giardia lamblia trophozoite viability | activity change, % at 7.66 µM, hits read low | 340,000 tested, 0.15% active | AID 540267; in the data active means activity change below about -80%; inconclusive means between about -30% and that limit;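 further: parasites exposed to compound for two days anaerobically before the ATP read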
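Compounds were tested on trophozoites seeded at 100 cells/well and held 48 hrs at 37 deg C anaerobically. An ATP-based luminescent kit measured the remaining live cells.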
KCNH2 3.1 inh: KCNH2 3.1 (human) potassium channel inhibition. activity change, % (tested at about 1.8 µM). U2OS KCNH2 3.1, thallium flux FluxOr; stronger effect = lower value. 340,000 tested, 0.95% active. AID 720553;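 active means maximum activity change below -70%; inconclusive means maximum activity change from -70% to -50%; inactive means maximum activity change above -50%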;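 further: thallium influx rate constant from kinetic fluorescence after stimulation buffer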
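Thallium flux read-out: FluxOr dye with Red40 quencher in HBSS/HEPES, 45 min at RT. Rate constants from kinetic reads were normalized to positive and negative DMSO controls. Cells: U2OS virally expressing the 3.1 isoform.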
B2AR arrestin: agonists driving beta-arrestin recruitment to human beta2-adrenergic receptor; Potency, µM (titrated, usually from 46.1 µM), for the others: top-dose activation, actives largely listed as activators; AID 492947; 330,000 tested, 0.02% active; beta-arrestin recruitment to beta2AR, cell-based reporter; P07550;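 further: potency means the concentration at half of the fitted maximal effect; 0% = DMSO controls and full agonism = EC100 isoproterenol or metaproterenol; nearly all actives have a fitted effect of over 65% in size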
Target sequence (P07550 whole entry, looked up): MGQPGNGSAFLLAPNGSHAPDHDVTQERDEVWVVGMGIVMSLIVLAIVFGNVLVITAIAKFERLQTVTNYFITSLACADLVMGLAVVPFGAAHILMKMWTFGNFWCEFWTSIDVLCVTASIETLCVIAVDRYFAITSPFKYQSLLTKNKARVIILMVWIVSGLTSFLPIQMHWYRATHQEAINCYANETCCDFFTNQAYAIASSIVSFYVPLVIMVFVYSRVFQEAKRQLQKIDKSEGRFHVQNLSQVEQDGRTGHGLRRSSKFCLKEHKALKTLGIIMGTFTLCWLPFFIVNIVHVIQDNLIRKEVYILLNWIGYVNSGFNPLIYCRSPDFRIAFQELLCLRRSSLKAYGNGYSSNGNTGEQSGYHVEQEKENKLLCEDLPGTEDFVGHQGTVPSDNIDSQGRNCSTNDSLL
uPA surface inh: inhibitors of cell surface uPA generation; Potency, µM (top dose mostly 38.3 µM), without a hit: top-dose activity change, negative = inhibition, hits mostly inhibitors; 330,000 tested, 0.31% active; cell surface uPA generation assay, qHTS; active means well fitted inhibition curve with a large enough effect; inconclusive means small, poorly fitted or top-dose-only effect; inactive means no such curve, though single readings can be large or run the other way; tested in mouse RAW 264.7 cells; further: potency means the concentration at half of the fitted maximal effect; nearly all actives have a fitted effect of over 55% in size
Chronic BCR inh: blocks chronic active B-cell receptor signaling; ABC-DLBCL IkBa-CBG/CBR reporter, luminescence ratio, 4 h; 340,000 tested, 0.05% active; Potency, µM (top dose mostly 46.1 µM), without a hit: at the top dose ratio change, negative = lower green/red ratio, hits mostly inhibitors; active means well fitted inhibition curve with a large enough effect in the signal ratio, with a control signal flat, not every such curve was filed as active; inconclusive means small, poorly fitted or top-dose-only effect, or effect the other way, or a change in a side signal; the % refers to the signal ratio;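 further: potency means the concentration at half of the fitted maximal effect; plate controls were basal doxycycline-induced cells for no effect and cells given 10 µM MG132 for full effect; MG132 reads +100%, hits lower the ratio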
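Concentration-response series (up to 46 uM) were applied to TMD8 dual-reporter cells for 4 h at 37C with doxycycline. Green/red ratio, after filter-overlap correction, defined %Activity; red signal alone was normalised to basal cells and zero luminescence.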
GALK inh: blocks human galactokinase activity; 270,000 tested, 0.007% active; P51570; Potency, µM (highest dose often 57.5 µM), for the others: at the top dose activity change, negative = inhibition, actives largely listed as inhibitors; AID 1868; Purified GALK, Kinase-Glo residual ATP luminescence; further: potency means the concentration at half of the fitted maximal effect
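GALK at 5 nM final was combined with compound, 35 uM ATP and 100 uM galactose in HEPES pH8.0 with MgCl2 and DTT. The reaction ran one hour at room temperature before luminescent ATP detection.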
FBPA coupling cs: inhibits coupling enzyme system, counter-screen for aldolase hits; coupling enzyme system counterscreen, AmpLite Red fluorescence; activity change, negative = inhibition, % at 58.2 µM, hits read low; 290,000 tested, 0.67% active; AID 2472; in the data active means activity change below about -30%
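Final compound at 57.5 uM, incubated 10 min at RT with coupling enzyme reagent (glyceraldehyde-3-phosphate), then 20 min with substrate and AmpLite Red detection. Fluorescence read at 525/598 nm; tests interference with the coupling assay, not aldolase inhibition.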
An asterisk follows results filed as active. Unless noted, the call rests on the fitted dose curve; in most records, active means well fitted curve in the direction sought with a large enough effect; inconclusive means small, poorly fitted or top-dose-only effect, or another doubt; inactive means no such curve, though single readings can be large; an effect the other way counts as inactive or inconclusive. Unless noted, on the % scale 0 is the no-effect control and ±100 the full control effect.

C=CCn1c(SCCCc2ccccc2)nc2c1c(=O)[nH]c(=O)n2C was read as PKM2 activator 8%, USP2a inh 2%, KCNH2 WT inh -22, Eya2 phos inh -4%, Giardia kill -2, KCNH2 3.1 inh 6, B2AR arrestin -0.8%, uPA surface inh -15%, Chronic BCR inh 15%, GALK inh -1% and FBPA coupling cs 0.
Screening COc1ccc(N2CCN(C(=O)CC(C)S(=O)(=O)c3ccc4c(c3)NC(=O)CO4)CC2)cc1 (stereo not given) returned USP2a inh 7%, KCNH2 WT inh -4, Eya2 phos inh 5%, Giardia kill -5, KCNH2 3.1 inh -8, B2AR arrestin 0.1%, uPA surface inh -5%, Chronic BCR inh -3% and GALK inh 0%.
For OCC1(Cc2ccccc2)CCN(CCCC2CCCC2)CC1 the results were PKM2 activator 6%, USP2a inh 1%, KCNH2 WT inh -35, Eya2 phos inh 13%, Giardia kill -11, KCNH2 3.1 inh -75*, B2AR arrestin -0.3%, uPA surface inh 3%, Chronic BCR inh -4%, GALK inh 0% and FBPA coupling cs -2.
COc1ccc(CCNC(=O)c2ccc(CNS(=O)(=O)c3cccc(Cl)c3)cc2)cc1OC was read as PKM2 activator -20%, USP2a inh 0%, KCNH2 WT inh -3, Eya2 phos inh 0%, Giardia kill -12, KCNH2 3.1 inh -10, B2AR arrestin 4.7%, uPA surface inh -8%, Chronic BCR inh inconclusive, GALK inh 0% and FBPA coupling cs 10.
CCCCc1nc2cc(C(=O)N3CCNC(=O)C3)ccc2o1 was read as USP2a inh -1%, KCNH2 WT inh 2, Eya2 phos inh 7%, Giardia kill -3, KCNH2 3.1 inh -3, B2AR arrestin 0.3%, uPA surface inh 6%, Chronic BCR inh -1%, GALK inh -3% and FBPA coupling cs 2.
CCOCCSc1n[nH]c(=O)n1CCc1ccccc1 was read as USP2a inh 0%, KCNH2 WT inh -4, Eya2 phos inh 1%, Giardia kill -11, KCNH2 3.1 inh -8, B2AR arrestin 0.2%, uPA surface inh 1%, Chronic BCR inh 6%, GALK inh 2% and FBPA coupling cs 2.
For CCOC(=O)[C@@H]1[C@H]2COc3ccccc3[C@@H]2N2C(=O)N(c3ccc(Cl)cc3)C(=O)[C@@]12C the results were PKM2 activator -7%, USP2a inh -1%, KCNH2 WT inh -2, Eya2 phos inh 10%, Giardia kill 6, KCNH2 3.1 inh 16, B2AR arrestin 0.2%, uPA surface inh -23%, Chronic BCR inh inconclusive and FBPA coupling cs 1.
For COCCNC(=O)c1ccc(CS(=O)(=O)c2c(Cl)cccc2Cl)o1 the results were PKM2 activator 5%, USP2a inh 0%, KCNH2 WT inh -5, Eya2 phos inh -3%, Giardia kill 4, KCNH2 3.1 inh 4, B2AR arrestin 0.3%, uPA surface inh 9%, Chronic BCR inh 0%, GALK inh 0% and FBPA coupling cs 0.
`O=C(NC(c1ccccc1)c1c(O)ccc2ccccc12)c1ccccc1Cl` (stereo not given) gave PKM2 activator 0%, USP2a inh -2%, KCNH2 WT inh -4, Eya2 phos inh -6%, Giardia kill -14, KCNH2 3.1 inh -22, B2AR arrestin 0.3%, Chronic BCR inh inconclusive, GALK inh -4% and FBPA coupling cs -5.
For NC(=O)Cn1nnc(-c2ccccc2NC(=O)c2cnccn2)n1 the results were PKM2 activator -1%, USP2a inh 0%, KCNH2 WT inh 0, Eya2 phos inh 2%, Giardia kill -6, KCNH2 3.1 inh -3, B2AR arrestin -0.1%, uPA surface inh -1%, Chronic BCR inh inconclusive, GALK inh 0% and FBPA coupling cs -1.
`C=CCOc1cccc(C2C(C(=O)c3ccc(C)o3)=C(O)C(=O)N2c2nccs2)c1` (stereo not given) gave PKM2 activator 22%, USP2a inh 11%, KCNH2 WT inh -4, Eya2 phos inh -15%, Giardia kill 10, KCNH2 3.1 inh -15, B2AR arrestin -0.4%, uPA surface inh 10%, Chronic BCR inh inconclusive, GALK inh 2% and FBPA coupling cs 4.
C/C(CC(=O)Nc1ccc2ccccc2c1)=N\NC(=O)c1ccc(O)c(O)c1 was read as PKM2 activator 4%, USP2a inh -11%, KCNH2 WT inh -4, Eya2 phos inh -7%, Giardia kill -3, KCNH2 3.1 inh -7, B2AR arrestin -0.3%, uPA surface inh -1%, Chronic BCR inh inconclusive, GALK inh 0% and FBPA coupling cs -7.
Screening CCOC(=O)CSc1nc2cccnc2n1-c1ccc(F)cc1 returned PKM2 activator 5%, USP2a inh -1%, KCNH2 WT inh -4, Eya2 phos inh -3%, Giardia kill 6, KCNH2 3.1 inh -3, B2AR arrestin -0.8%, uPA surface inh -4%, Chronic BCR inh -11%, GALK inh 0% and FBPA coupling cs 2.
O=C(C(Sc1ccccc1)c1ccc(Br)cc1)N1CCOCC1 (stereo not given) was read as PKM2 activator 22%, USP2a inh 1%, KCNH2 WT inh 2, Eya2 phos inh -3%, Giardia kill -2, KCNH2 3.1 inh -7, B2AR arrestin -0.1%, uPA surface inh -4%, Chronic BCR inh -16%, GALK inh 0% and FBPA coupling cs 0.
`N#Cc1ccccc1OCC(=O)Nc1ccc(N2CCOCC2)cc1N1CCOCC1` gave USP2a inh -3%, KCNH2 WT inh 4, Eya2 phos inh -2%, Giardia kill 6, KCNH2 3.1 inh -1, B2AR arrestin 0.1%, uPA surface inh 1% and Chronic BCR inh -19%.
`CC[C@H](C)[C@@H]1NC(=O)c2cc([N+](=O)[O-])cc(I)c2SC[C@@H](C(N)=O)NC(=O)[C@H](CCCCN)NC1=O` gave PKM2 activator 4%, USP2a inh 0%, KCNH2 WT inh 8, Eya2 phos inh -9%, Giardia kill -14, KCNH2 3.1 inh -6, B2AR arrestin -2.1%, uPA surface inh 7%, Chronic BCR inh -5% and FBPA coupling cs 0.
Screening Cc1ccc(NC(=S)NC2CCCCC2)cc1S(=O)(=O)N(C)C returned PKM2 activator 1%, USP2a inh -1%, KCNH2 WT inh 3, Eya2 phos inh -1%, Giardia kill 0, KCNH2 3.1 inh -2, B2AR arrestin 0.3%, uPA surface inh 4%, Chronic BCR inh -7%, GALK inh 9% and FBPA coupling cs -11.
O=C1OC2(CCCCC2)OC(=O)C1=CNc1ccc2c(c1)OCO2 was read as PKM2 activator 3%, USP2a inh 0%, KCNH2 WT inh -7, Eya2 phos inh -16%, Giardia kill 3, KCNH2 3.1 inh 6, B2AR arrestin 0.1%, Chronic BCR inh 4%, GALK inh 4% and FBPA coupling cs -10.
For CCn1c(C)cc(=S)c2ccccc21 the results were PKM2 activator 14%, USP2a inh 1%, KCNH2 WT inh 5, Eya2 phos inh -21%, Giardia kill 21, KCNH2 3.1 inh 6, B2AR arrestin 0.1%, uPA surface inh 3%, Chronic BCR inh -2%, GALK inh 0% and FBPA coupling cs -42*.
`CC(C)CCN1C(=O)c2ccc(C(=O)Nc3ccc(O)cc3C(=O)O)cc2C1=O` gave USP2a inh -7%, KCNH2 WT inh 4, Eya2 phos inh -1%, Giardia kill -13, KCNH2 3.1 inh 2, B2AR arrestin -0.4%, uPA surface inh 16%, Chronic BCR inh -6%, GALK inh -6% and FBPA coupling cs 1.
For CCC(C)N(C(=O)c1csnn1)C(C(=O)NC1CCCC1)c1ccc(F)cc1 (stereo not given) the results were USP2a inh -1%, KCNH2 WT inh 1, Eya2 phos inh 5%, Giardia kill -19, KCNH2 3.1 inh 1, B2AR arrestin -0.2%, uPA surface inh 3%, Chronic BCR inh -1%, GALK inh 0% and FBPA coupling cs -1.
Screening Oc1c(CN2CCN(c3ccc(F)cc3)CC2)cc(Cl)c2cccnc12 returned PKM2 activator 3%, USP2a inh 1%, KCNH2 WT inh -4, Eya2 phos inh 0%, Giardia kill -7, KCNH2 3.1 inh -33, B2AR arrestin -0.3%, uPA surface inh inconclusive, Chronic BCR inh inconclusive, GALK inh -3% and FBPA coupling cs -5.
COc1cccc(NC(=O)COC(=O)CCOc2ccccc2OC)c1 was read as PKM2 activator 1%, USP2a inh 2%, KCNH2 WT inh 3, Eya2 phos inh -4%, Giardia kill -10, KCNH2 3.1 inh 1, B2AR arrestin 0.1%, uPA surface inh 0%, Chronic BCR inh 0%, GALK inh 4% and FBPA coupling cs 0.
For O=C(Nc1cccc(NC(=O)c2ccccc2F)c1)c1ccccc1 the results were USP2a inh 4%, KCNH2 WT inh -1, Eya2 phos inh -17%, Giardia kill 8, KCNH2 3.1 inh -12, B2AR arrestin 0.0%, uPA surface inh inconclusive, Chronic BCR inh inconclusive and FBPA coupling cs 1.
CN(C)C(=O)c1ccc(NC(=O)c2cncc(Br)c2)cc1 was read as PKM2 activator -20%, USP2a inh -2%, KCNH2 WT inh 11, Eya2 phos inh -23%, Giardia kill 8, KCNH2 3.1 inh -2, B2AR arrestin 0.0%, uPA surface inh 9%, Chronic BCR inh 14%, GALK inh 5% and FBPA coupling cs 2.
COC(=O)c1ccc(/C=N/OCC(=O)NC2CCCCCCC2)cc1 was read as PKM2 activator -7%, USP2a inh -12%, KCNH2 WT inh 1, Eya2 phos inh -23%, Giardia kill -3, KCNH2 3.1 inh -3, B2AR arrestin -0.2%, uPA surface inh 6%, Chronic BCR inh -17%, GALK inh -1% and FBPA coupling cs 2.
